# Source: PubChem BioAssay
# AmpC inh no detg: blocks E. coli AmpC beta-lactamase in detergent-free assay; AmpC nitrocefin hydrolysis, absorbance 480 nm, 0.0001% Triton; actives 0.52% (n = 330,000); Potency, µM (top dose mostly 57.1 µM), inactives show at the highest dose activity change, negative = inhibition, hits mostly inhibitors; P00811;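 note: potency is the fitted concentration of half-maximal effect; plate controls were no compound for no effect and no enzyme for full effect; nearly all actives have a fitted effect of over 20% in size; some results filed as inactive show a strong effect at the top dose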
# Target sequence (P00811 whole entry, looked up): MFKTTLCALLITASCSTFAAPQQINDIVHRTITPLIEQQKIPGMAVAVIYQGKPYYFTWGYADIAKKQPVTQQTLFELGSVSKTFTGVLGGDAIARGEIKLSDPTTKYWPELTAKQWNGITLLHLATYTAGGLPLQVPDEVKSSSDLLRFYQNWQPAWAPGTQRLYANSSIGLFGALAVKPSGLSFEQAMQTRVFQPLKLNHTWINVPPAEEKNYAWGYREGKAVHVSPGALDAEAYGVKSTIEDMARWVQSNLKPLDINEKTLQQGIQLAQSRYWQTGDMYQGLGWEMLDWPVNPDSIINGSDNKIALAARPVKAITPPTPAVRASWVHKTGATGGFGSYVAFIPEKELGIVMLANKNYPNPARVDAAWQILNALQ
#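 AmpC (5.3 nM in the dispensed reagent) in 20 mM phosphate pH 7.0 with 0.01% (detergent screen) or 0.0001% Triton X-100 was preincubated with compounds for 15 min at room temperature. Nitrocefin was then added from an 800 uM solution, and hydrolysis was followed at 480 nm.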
# HCMV antiviral: inhibitors of human cytomegalovirus; activity change, negative = inhibition, % at 57.5 µM; actives 4.5% (n = 410,000); HFF cells, HCMV-luciferase reporter, 72 h; active compounds read low; in the data active = activity change below about -60%; inconclusive = no clear call, values can overlap the other calls; inactive = above about -39%
#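 Two compound doses tested in HFFs infected with HCMV-luciferase, MOI 1 PFU/cell, 72 h at 37C. Lysate luminescence read with OneGlo; data normalized against buffer-only and 10uM Salinomycin inhibitor controls.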
# AmpC detergent: AmpC beta-lactamase inhibition with detergent present; P00811; AmpC hydrolysis of nitrocefin, absorbance 480 nm, 0.01% Triton; Potency, µM (series often up to 114 µM), without a hit: top-dose activity change, negative = inhibition, most hits filed as inhibitors; actives 0.041% (n = 370,000); AID 485294;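 note: potency is the fitted concentration of half-maximal effect; 0% = no-compound wells and -100% = no-enzyme wells; nearly all actives have a fitted effect of over 25% in size; some results filed as inactive show a strong effect at the top dose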
#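 20 mM phosphate pH 7.0 + 0.01% (detergent screen) or 0.0001% Triton X-100; 5.3 nM AmpC reagent; cpd preinc 15 min RT; nitrocefin (800 uM stock) to start; A480 q20 s × 4 min; Activity was normalised to no-enzyme and no-compound control wells.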
# FBPA Giardia inh: Giardia lamblia aldolase inhibition | A8B2U2 | purified Giardia FBPA | Potency, µM (titrated, usually from 59.6 µM), for the others: top-dose activity, negative = inhibition, usual class: inhibitors | actives 0.71% (n = 290,000); note: potency is the fitted concentration of half-maximal effect; nearly all actives have a fitted effect of over 55% in size
# Target sequence (A8B2U2 whole entry, looked up): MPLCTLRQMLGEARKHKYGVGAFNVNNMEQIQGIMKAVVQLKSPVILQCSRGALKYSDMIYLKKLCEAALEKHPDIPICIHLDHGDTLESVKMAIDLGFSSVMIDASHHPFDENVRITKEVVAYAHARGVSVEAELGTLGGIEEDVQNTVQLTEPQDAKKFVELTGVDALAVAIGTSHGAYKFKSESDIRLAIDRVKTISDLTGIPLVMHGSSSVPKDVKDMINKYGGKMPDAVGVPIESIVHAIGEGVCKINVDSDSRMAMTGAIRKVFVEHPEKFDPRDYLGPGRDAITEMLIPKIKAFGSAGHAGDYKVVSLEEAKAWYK
#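 Giardia FBPA (40 nM reagent) was preincubated 10 min at RT with compound (up to 57.5 uM final), then substrate plus GAPDH/TPI/NAD/arsenate coupling system with diaphorase/resazurin was added; resorufin fluorescence (525/598 nm) was read after 20 min.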
# HCV inh: inhibitors of hepatitis C virus infection | Potency, µM (series often up to 41.8 µM), inactives show at the top dose activity change, negative = inhibition, usual class: inhibitors | Huh7.5.1 HCVcc-Cre infection, luciferase reporter, 44 h | actives 3.4% (n = 340,000); note: potency is the fitted concentration of half-maximal effect
#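 Whole-lifecycle infectious HCVcc-Cre system; cells 1,000/well, compound then virus (~0.5 moi) added 4 h after plating, 44 h culture. Luciferase read 15 sec following 15 min substrate incubation, room temp.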
# Sm TGR inh: blocks Schistosoma mansoni thioredoxin glutathione reductase; Q962Y6; purified TGR, DTNB reduction, TNB absorbance 405 nm; Potency, µM (titrated, usually from 114 µM), for the others: at the highest dose activity change, negative = inhibition, hits mostly inhibitors; actives 3% (n = 360,000); AID 485364; note: potency is the fitted concentration of half-maximal effect; nearly all actives have a fitted effect of over 60% in size
#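 Kinetic colorimetric format: TGR-catalysed, NADPH-driven DTNB reduction monitored via TNB absorbance. Enzyme dispensed at 20 nM; compound exposure 15 min at room temperature before reaction start.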
# Numbers without * were called inactive; ? = inconclusive; / = not tested or not shown; & = joins results of further samples; [ ] = another dose, or the depositor's remark. Unless noted, calls come from the whole dose curve; as a rule, active = well fitted curve in the direction sought with a large enough effect; inconclusive = small, poorly fitted or top-dose-only effect, or another doubt; inactive = no such curve, though single readings can be large; an effect the other way counts as inactive or inconclusive. Unless noted, % is set by controls: 0 for no effect and ±100 for the full control effect.
# Below each compound – AmpC inh no detg, HCMV antiviral, AmpC detergent, FBPA Giardia inh, HCV inh, Sm TGR inh
- CC(C)NS(=O)(=O)c1ccc(OCC(=O)NCc2cccnc2)cc1
  -16%, 33, -1%, 1%, -1%, -5%
- Cc1cc(NC(=S)N(Cc2ccc(Br)cc2)Cc2ccc(C(=O)O)cc2)ccc1Cl
  -14%, 14, 7%, -4%, 10%, 2%
- Cc1nc2ccn(Cc3ccco3)c(=O)c2cc1C(=O)NCc1ccc(F)cc1
  /, 5, 18%, /, /, -27%
- CC(C)=C1C(=O)NN(c2cccc(Cl)c2)C1=O
  -47%, 81, ?, -14%, 25%, -1%
- O=C(CCn1nnc2ccccc21)Nc1nnc(Cc2ccccc2)s1
  -18%, 32, -3%, 15%, -1%, -12%
- Cc1cc(C2C(=O)c3ccccc3C2=O)c(C)c(C)c1C
  -25%, -23, -2%, 5%, -2%, 1%
- Cc1ccc(NC(=O)CSc2nc(O)cc(=O)n2-c2ccc(C)cc2)cc1
  13µM*, -31, 11%, /, 7%, 4%
- CC(C)Sc1nc2ccc(N3C(=O)C4CCCCC4C3=O)cc2s1 (stereo not drawn)
  -15%, 27, ?, 3%, 2%, 2%
- Cc1nn(-c2ccc(F)cc2)c(-n2cccc2)c1C(=O)N1CCN(c2ccccc2)CC1
  /, ?, 17%, /, /, -4%
- CCCn1c(=N)c(C#N)cc2c(=O)n3cccc(C)c3nc21
  -1%, /, -4%, 2%, /, 0%[57.1 µM]
- COc1ccc(C)cc1NC(=O)c1noc2c1CSc1ccccc1-2
  /, 50, -2%, /, /, 9%
- N#Cc1ccc(S(=O)(=O)N2CCCN(c3ccc(C(F)(F)F)cn3)CC2)cc1
  9%, 0, -4%, 0%, 1%, 9%
- Cc1ccc(N2CC(c3nnc(Cc4ccc(F)cc4)o3)CC2=O)cc1 (stereo not drawn)
  /, -7, -7%, /, /, -5%
- Cc1ccc(N=C(N(C)C)P(=O)(N(C)C)N(C)C)c(C)c1
  -3%[11.4 µM], ?, ?, 4%, 19%, 0%
- O=C(COc1cccnc1[N+](=O)[O-])NCc1cccs1
  -17%, -5, 2%, 4%, 0%, 27%
- CCOc1ccc(CCNC(=O)CS(=O)Cc2nc(-c3ccc(OC)cc3)oc2C)cc1OCC (stereo not drawn)
  138%[activator], -30, 7%, -18%, ?, 15%
- O=C(CS(=O)(=O)c1c[nH]c2ccccc12)Nc1ccc(F)cc1
  -33%, -25, 2%, /, 13%, 0%
- COc1ccc(OC)c(N(C(=O)c2ccco2)C(C(=O)NC2CCCC2)c2cc(OC)c(OC)c(OC)c2)c1 (stereo not drawn)
  91%[activator], -6, -7%, -1%, 3%, -12%
- CC(=O)c1cc2c(cc1NC(=O)Nc1cccc(Cl)c1)OCCO2
  -50%, -14, ?, -9%, -10%, 0%
- Cc1ccc2cccc(OCc3ccc(F)cc3)c2n1
  2%, -13, ?, -19%, 2%, -21%
- Cc1oc(-c2ccccc2Cl)nc1CS(=O)(=O)CC(=O)N1CCOCC1
  -6%, -38, -14%, -7%, -2%, ?
- CN(Cc1cccs1)C(=O)CN1C(=O)c2ccccc2S1(=O)=O
  -6%, 22, 7%, /, 33%[activator], -7%
- O=C(Cc1ccccc1)Nc1ccc(CN2CCOCC2)cc1
  -27%, -30, ?, 2%, 9%, -1%
- COc1ccc([C@@H]2[C@@H]3C(=O)N(C(C)(C)C)C(=O)[C@@H]3[C@]3(CC(C)C)C(=O)N(c4ccc(C(F)(F)F)cc4)C(=O)N23)cc1
  -12%, -25, -20%, 14%, 15%, 1%
- O=S(=O)(Cc1ccccc1)N1CCCC1
  -6%, 11, -16%, 2%, 17%, -4%
- CCn1c(SCC(=O)NCCOC)nc2sc(C)c(C)c2c1=O
  -6%, /, -1%, 5%, -30%, -8%
- O=C(CNC(=O)c1ccc(Cl)cc1)OC1CCOC1=O (stereo not drawn)
  -18%, -34, -4%, 9%, 3%, -3%
- Cc1ccc(CNc2ncnc(N)c2[N+](=O)[O-])cc1
  -1%, -61*, -4%, 2%, 1%, -2%
- CCOC(=O)C1(CC2CCCCO2)CCN(C(=O)Nc2ccc(C(=O)OC)cc2)CC1 (stereo not drawn)
  17%, -15, -2%, 0%, -20%, -1%
- COC(=O)Nc1ccc(S(=O)(=O)NNC(=O)c2c(O)c3ccccc3[nH]c2=O)cc1
  -17%, 36, ?, 3%, -7%, -2%

# (next part)
# Below each compound – AmpC inh no detg, HCMV antiviral, AmpC detergent, FBPA Giardia inh, HCV inh, Sm TGR inh
- CC(C)N1C(=O)CCC1C(=O)NCc1cccs1 (stereo not drawn)
  -21%, -7, 5%, 2%, 10%, 9%
- O=C(Nc1nc(-c2ccccc2)cs1)c1ccco1
  -37%, 116, 15%, -17%, -21%, 0%
- O=C(c1ccc(F)cc1)N1CCN(Cc2ccccc2)CC1
  -1%, 30, ?, ?, 11%, 4%
- CCCCNc1ccc(C(=O)Nc2cccc(C)n2)cc1[N+](=O)[O-]
  -15%, 38, -14%, 5%, ?, -4%
- CNS(=O)(=O)c1cccc(C(=O)OCC(=O)c2cc(C)n(-c3ccc4c(c3)OCO4)c2C)c1
  -11%, -13, -5%, -20%, -24%, 9%
- CCC(=O)Nc1cccc(Oc2nc(C)cc(C)c2C#N)c1
  -2%, -10, ?, 3%, ?, 0%
- CCCOC(=O)c1ccc(Oc2cn[nH]c2-c2ccc(OCC(=O)NN)cc2O)cc1
  -14%, -37, 7%, 9%, -11%, 5%
- Cc1ccc(C(=O)C(C)OC(=O)Cc2n[nH]c(=O)c3ccccc23)cc1C (stereo not drawn)
  -16%, -17, -18%, /, 9%, 8%
- O=C(CCC1CCCN(C(=O)C2=CCCCC2)C1)N1CCN(c2ccccn2)CC1 (stereo not drawn)
  38%, ?, -1%, -2%, 15%, -10%
- Cc1c(C(=O)Nc2ccc(S(=O)(=O)N3CCOCC3)cc2)cccc1[N+](=O)[O-]
  -14%, 10, ?, 1%, -18%, 3%
- CC(=O)c1cc(C(=O)Nc2ccccc2C(=O)O)oc1C
  -27%, 1, ?, ?, -2%, 0%
- COc1ccc(C(=O)NC2CCN(Cc3ccccc3)C2)cc1S(=O)(=O)N1CCOCC1 (stereo not drawn)
  -4%, 1, -9%, /, 7%, -5%
- COC(=O)c1ccc(NC(=O)CC2Nc3cc(C)c(C)cc3NC2=O)cc1 (stereo not drawn)
  /, -99*, -7%, /, /, 1%
- COc1cc(CNn2c(C)n[nH]c2=S)cc(Cl)c1OCc1ccccc1
  -11%, 7, -14%, 0%, -13%, 15%
- CC(C)(C)c1ccc(C(=O)NNc2cc(N3CCOCC3)nc(N3CCOCC3)n2)cc1
  110%[activator], 48, -13%, ?, ?, 1%[57.1 µM]
- CN1CCC(CNC(=O)Nc2csc3ccccc23)CC1
  -14%, -14, -3%, 2%, 6%, -6%
- c1ccc2c(c1)Oc1cccc3cccc-2c13
  -18%, 5, 2%, -6%, ?, 15%
- COc1ccc(S(=O)(=O)N2CCC(C(=O)N[C@H](C(=O)NCc3ccco3)C(C)C)CC2)cc1
  20%, 4, 4%, /, 18%, 2%
- CCOC(=O)C1=NN(c2ccccc2C)C2=NC(C)=C(C(=O)OC)C(c3cccs3)N12 (stereo not drawn)
  65%[activator], -32, ?, -3%, 3%, -15%
- Cc1ccccc1NC(=O)c1ccc(C)c(S(=O)(=O)Nc2ccccn2)c1
  -17%, 8, 1%, -10%, 23%, -2%
- COc1ccc(CCN(C)C(=O)C2CCCN(Cc3ccc(OC)c(OC)c3)C2)cc1OC (stereo not drawn)
  32%&-7%, -24, -13%&-1%, 10%&-28%, 3%, -2%&-7%
- Cc1ccccc1N(C(=O)c1snc(C(N)=O)c1N)C(C(=O)NCC1CCCO1)c1ccc(F)cc1 (stereo not drawn)
  127%[activator], ?, -11%, 7%, -13%, -16%
- COc1ccc(NC(=O)c2cc3c(=O)n(C)c4ccccc4c3n2C)cc1OC
  50%[activator], 284, -14%, 9%, ?, -5%
- COc1ccc(N2CC(NC(=O)c3ccco3)CC2=O)cc1 (stereo not drawn)
  /, 7, 0%, /, /, 6%
- CC(C)(C)OC(=O)NCCCC[C@@H](C(=O)N1CCN(C(=O)OC(C)(C)C)CC1)n1cc(CCC(=O)O)nn1
  -2%, 13, -6%, 6%, 22%, -14%
- O=[N+]([O-])c1ccc(C(O)C[n+]2ccccc2)cc1 (stereo not drawn)
  -12%, /, ?, 8%, 12%, -2%
- COc1ccc(CC(=O)Nc2sc3c(c2C(=O)Nc2ccccc2)CCCCC3)cc1
  /, ?, -9%, /, /, -11%
- CC1(C)CCC(=O)N2CC[C@H]3C[C@H](OC(=O)Nc4ccccc4)C[C@@H]1[C@H]32
  1%, 45, -9%, 9%, -5%, -19%
- COC(=O)c1ccccc1NC(=O)CN(C)S(=O)(=O)c1ccc(OC)c(C)c1
  18%, 14, ?, -3%, ?, 6%
- CC(C)CC(=O)N1CCN(CC2CC=CCC2)CC1 (stereo not drawn)
  -4%, -37, -9%, -28%, 11%, -17%

# Nothing new here: four of the compounds above.
# Below each compound – AmpC inh no detg, HCMV antiviral, AmpC detergent, FBPA Giardia inh, HCV inh, Sm TGR inh
- COc1ccc(N2CC(NC(=O)c3ccco3)CC2=O)cc1 (stereo not drawn)
  /, 7, 0%, /, /, 6%
- CC(C)(C)OC(=O)NCCCC[C@@H](C(=O)N1CCN(C(=O)OC(C)(C)C)CC1)n1cc(CCC(=O)O)nn1
  -2%, 13, -6%, 6%, 22%, -14%
- O=[N+]([O-])c1ccc(C(O)C[n+]2ccccc2)cc1 (stereo not drawn)
  -12%, /, ?, 8%, 12%, -2%
- COc1ccc(CC(=O)Nc2sc3c(c2C(=O)Nc2ccccc2)CCCCC3)cc1
  /, ?, -9%, /, /, -11%

# Other records.
# Below each compound – AmpC inh no detg, HCMV antiviral, AmpC detergent, FBPA Giardia inh, HCV inh, Sm TGR inh
- CCOC(=O)C1CCN(C(=O)C(C)Oc2ccc(C(=O)c3ccccc3)cc2)CC1 (stereo not drawn)
  85%[activator], -22, 4%, /, ?, 1%
- COCCC(=O)N1CCC(Oc2ccc(C(=O)N3CCC(N(C)C)C3)cc2)CC1 (stereo not drawn)
  -2%, ?, ?, 6%, -2%, ?
- O=C1CN(C(=O)COC(=O)[C@@H]2CCCN2S(=O)(=O)c2ccc(Cl)cc2)c2ccccc2N1
  -1%, -8, /, /, 18%, /
- O=C(NN=C1CCCC1)C1COc2ccccc2O1 (stereo not drawn)
  -33%, 0, -9%, -1%, 8%, 1%
- O=C(NC(=S)Nc1cccc(-c2ccc(CO)o2)c1)c1cccs1
  -37%, 60, 8%, -21%, ?, 20µM*
- COc1ccc(C(=O)N/N=C(\C)CC(=O)Nc2cccc(C(F)(F)F)c2)cc1
  -2%, 21, 12%, -27%, -2%, -6%
- COCC(O)CSc1nc(C)[nH]c1[N+](=O)[O-] (stereo not drawn)
  -11%, /, ?, ?, 24%, 2%
- COc1ccccc1NC(=O)Nc1ccc(C(=O)N2CCCCC2)cc1
  15%, 15, -1%, 0%, -16%, 1%
- N#Cc1c2n(c(=S)n(-c3ccc(F)cc3)c1=O)CCCCC2
  -5%, 30, -1%, 6%, -5%, -5%
